mcGAS inh: blocks mouse cGAS activity. Q8C6L5. recombinant cGAS, Kinase-Glo ATP depletion luminescence. inhibition, % at 12.5 µM. 0.15% of 160,000 active. AID 1259399;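 note: 0% = negative control wells and 100% = reference inhibitor with no enzyme activity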
hcGAS lum: human cGAS inhibition | Q8N884 | recombinant h-cGAS, ATP depletion, Kinase-Glo luminescence | inhibition, % at 12.5 µM | 0.081% of 290,000 active;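 note: 0% = vehicle reaction and 100% = reaction without DNA for no activity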
Target sequence (Q8N884 whole entry, looked up): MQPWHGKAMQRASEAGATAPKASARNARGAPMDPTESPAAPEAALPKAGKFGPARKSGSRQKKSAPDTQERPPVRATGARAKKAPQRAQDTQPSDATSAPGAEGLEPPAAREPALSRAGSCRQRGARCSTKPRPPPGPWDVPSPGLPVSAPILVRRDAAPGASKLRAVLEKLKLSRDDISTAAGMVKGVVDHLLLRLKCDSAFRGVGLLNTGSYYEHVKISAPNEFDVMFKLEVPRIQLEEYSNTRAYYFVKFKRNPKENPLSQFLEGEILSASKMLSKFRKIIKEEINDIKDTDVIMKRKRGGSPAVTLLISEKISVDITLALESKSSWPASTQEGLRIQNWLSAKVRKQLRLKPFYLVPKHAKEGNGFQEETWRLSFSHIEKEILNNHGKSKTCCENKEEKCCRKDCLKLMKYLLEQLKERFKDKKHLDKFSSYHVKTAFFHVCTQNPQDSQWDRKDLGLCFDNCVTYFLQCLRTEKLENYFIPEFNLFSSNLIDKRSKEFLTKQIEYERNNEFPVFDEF
NPYLR7 ag: activates Aedes aegypti NPYLR7 receptor. AID 1259423. HEK293T NPYLR7/Galpha15, GCaMP6s calcium fluorescence. activation, % at 10 µM. 0.15% of 270,000 active; in the data active = activation above about 40%;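 note: 0% = vehicle and 100% = reference agonist at the receptor; some compounds past the cut are filed as inactive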
* = called active by the depositor; & = joins results of further samples. Cut-off read from the data, not from the text of the source, unless noted: active = inhibition above about 40%; inactive = the rest.

What do the screens show for `O=C(CSC1=NS(=O)(=O)c2ccccc2N1)NC1CCCCC1`?
hcGAS lum: -4; NPYLR7 ag: 11

What do the screens show for `O=C(NCCN1CCCCC1)c1cc(-c2ccc([N+](=O)[O-])cc2)nn1-c1ccc(Cl)cc1`?
mcGAS inh: -3; hcGAS lum: 0; NPYLR7 ag: 20

Results for COc1ccc(-c2noc(-c3ccc(OC)cc3OC)n2)cc1 ?
hcGAS lum: -2; NPYLR7 ag: 1

How did CC(CCS(C)=O)NCc1csc(C(C)C)n1 (stereo unspecified) do in these assays?
hcGAS lum: -5; NPYLR7 ag: 0

Results for CCc1nc2n(n1)C(=O)C(C(c1ccco1)N1CC(C)CC(C)C1)S2 (stereo unspecified) ?
mcGAS inh: -7; hcGAS lum: -4; NPYLR7 ag: -6

How did CCOC(=O)C1CCCN(C(=O)C2CCN(c3nc(Cc4ccc(C)cc4)ns3)CC2)C1 (stereo unspecified) do in these assays?
mcGAS inh: -5; hcGAS lum: -1; NPYLR7 ag: 5

What do the screens show for `COCCOCC(=O)N1CCN(c2nc3nccc(-c4ccc(Cl)c(Cl)c4)n3n2)CC1`?
mcGAS inh: -3; hcGAS lum: -2; NPYLR7 ag: 4

What do the screens show for `CCn1cc(CC(=O)NC(C#N)C2CCCCC2)c2ccccc21` (stereo unspecified)?
hcGAS lum: -3; NPYLR7 ag: 2

What do the screens show for `CCOCCCn1c(SCc2ccc(C(F)(F)F)cc2C(F)(F)F)nc2cc(S(=O)(=O)N3CCOCC3)ccc21`?
mcGAS inh: -6; hcGAS lum: -6; NPYLR7 ag: 16

Results for CCCCOCCOCC(=O)N1CCC(n2nc(C)cc2C)CC1 ?
mcGAS inh: -7; hcGAS lum: -8; NPYLR7 ag: 3

How did O=c1ccc(-c2cccnc2)nn1CCNS(=O)(=O)c1ccc(OC(F)(F)F)cc1 do in these assays?
hcGAS lum: -1; NPYLR7 ag: -3

What do the screens show for `CCCc1nc(N2CCN(C(=O)c3ccccc3Br)CC2)c2cnn(-c3ccccc3)c2n1`?
mcGAS inh: -9; hcGAS lum: -12

What do the screens show for `CC(C(=O)N1CCC(O)(CO)CC1)c1ccc(-c2ccccc2)c(F)c1` (stereo unspecified)?
mcGAS inh: -12; hcGAS lum: -7; NPYLR7 ag: -2

What do the screens show for `O=C(c1ccc(Cn2nc3ccccn3c2=O)cc1)N1CCN(Cc2ccc(Cl)nc2)CC1`?
hcGAS lum: -2; NPYLR7 ag: 5

How did COCCn1c(C(C)NC(=O)Nc2ccc(Br)cc2)nc2ccccc2c1=O (stereo unspecified) do in these assays?
mcGAS inh: -4; hcGAS lum: -5

Results for COc1cccc(-c2[nH]ncc2C(=O)N2CCC3(CCCN(C)C3=O)C2)c1 (stereo unspecified) ?
hcGAS lum: -2; NPYLR7 ag: 22

Results for COc1ccc(OC)c2sc(N(CCN3CCOCC3)C(=O)c3ccn(C)n3)nc12 ?
mcGAS inh: -10; hcGAS lum: -5

How did O=c1cc(CSc2ncc(-c3ccc(Cl)cc3)o2)nc2ccccn12 do in these assays?
mcGAS inh: -5; hcGAS lum: -10; NPYLR7 ag: -1

What do the screens show for `COc1ccc(NC(=O)c2nc(Cl)ccc2Cl)cc1OC1CCCC1`?
hcGAS lum: -2; NPYLR7 ag: 6

Results for COc1ccc(CC(=O)N2CCN(c3nc(Cc4ccccc4)nc4c3c(C)nn4-c3ccccc3)CC2)cc1 ?
mcGAS inh: -5; hcGAS lum: -3; NPYLR7 ag: 5

4 structures already listed, sorted by molecular weight, smallest number first:
What do the screens show for `COc1ccc(NC(=O)c2nc(Cl)ccc2Cl)cc1OC1CCCC1`?
hcGAS lum: -2; NPYLR7 ag: 6

Results for COc1ccc(OC)c2sc(N(CCN3CCOCC3)C(=O)c3ccn(C)n3)nc12 ?
mcGAS inh: -10; hcGAS lum: -5

How did O=c1ccc(-c2cccnc2)nn1CCNS(=O)(=O)c1ccc(OC(F)(F)F)cc1 do in these assays?
hcGAS lum: -1; NPYLR7 ag: -3

How did COCCn1c(C(C)NC(=O)Nc2ccc(Br)cc2)nc2ccccc2c1=O (stereo unspecified) do in these assays?
mcGAS inh: -4; hcGAS lum: -5

New compounds follow
How did Cn1cnnc1C1CCN(Cc2cc3n(n2)CCCNC3)CC1 do in these assays?
hcGAS lum: 5; NPYLR7 ag: 0

Results for O=C(Cn1cnc2c(cnn2C2CCS(=O)(=O)C2)c1=O)N1CCCc2ccccc21 (stereo unspecified) ?
hcGAS lum: -8; NPYLR7 ag: 12

What do the screens show for `C=C(C)Cn1c2ccc(NC(=O)NCc3ccccc3)cc2c(=O)n1C`?
mcGAS inh: -6; hcGAS lum: -6; NPYLR7 ag: 7

Results for COc1cc2c(cc1OC)C(C(C)NC(=S)NC(C)C)N(Cc1ccc(F)cc1)CC2 (stereo unspecified) ?
mcGAS inh: -9; hcGAS lum: 0; NPYLR7 ag: 24

What do the screens show for `Cc1cc(-n2c(C)cc(C(=O)Cn3cnc4sccc4c3=O)c2C)no1`?
hcGAS lum: 1; NPYLR7 ag: -3

Results for N#Cc1ccc(C=NNS(=O)(=O)c2ccc(Br)cc2)cc1 ?
hcGAS lum: -8; NPYLR7 ag: 4

How did COc1cccc(COC(CN2CCN(C(=O)Nc3ccccc3OC(F)F)CC2)c2ccc(Cl)cc2)c1 (stereo unspecified) do in these assays?
mcGAS inh: 3; hcGAS lum: 2; NPYLR7 ag: 8

What do the screens show for `CCc1cn[nH]c1C1CCN(C(=O)CNS(=O)(=O)c2cccs2)CC1`?
mcGAS inh: -7; hcGAS lum: -7; NPYLR7 ag: -4

How did Cc1ccc(C)c(OCC(=O)NC(C)c2n[nH]c(=O)[nH]2)c1C (stereo unspecified) do in these assays?
hcGAS lum: 1&-3; NPYLR7 ag: 0

Results for O=C(NS(=O)(=O)CC1CCCCO1)c1cc(F)cc(F)c1 (stereo unspecified) ?
hcGAS lum: -10; NPYLR7 ag: 6

What do the screens show for `CCN(Cc1nccn1Cc1cccc(C(F)(F)F)c1)C(=O)NC(C)C`?
mcGAS inh: -5; hcGAS lum: 3; NPYLR7 ag: 5

How did COc1cccc(CN2CCCC3(CCN(C(=O)c4oc(C)cc4C)C3)C2)c1 (stereo unspecified) do in these assays?
hcGAS lum: -3; NPYLR7 ag: 2

What do the screens show for `COC(=O)N=Nc1c(O)[nH]c2ccccc12`?
hcGAS lum: -5; NPYLR7 ag: 3

What do the screens show for `CCN(C(=O)c1ccc(N2C(=O)C3C4C=CC(C4)C3C2=O)cc1)c1ccccc1` (stereo unspecified)?
mcGAS inh: -7; hcGAS lum: -3; NPYLR7 ag: -6

What do the screens show for `CCCc1ccccc1N1C(=O)CSC1c1ccc(NC(=O)c2cccs2)cc1` (stereo unspecified)?
mcGAS inh: -4; hcGAS lum: -3; NPYLR7 ag: 4

Results for CCN(Cc1ccncc1)C(=O)c1cc(COc2c(C)cccc2C)on1 ?
hcGAS lum: -4; NPYLR7 ag: 5

Results for Cn1c(C2CCCN2C(=O)c2cn(-c3ccccc3)nn2)nc2ccccc21 (stereo unspecified) ?
hcGAS lum: -2; NPYLR7 ag: 8

Results for CCCCC(=O)N1CCN(c2ncnc3c2nnn3-c2ccc(OCC)cc2)CC1 ?
mcGAS inh: -4; hcGAS lum: -4; NPYLR7 ag: -7

How did c1ccc(-c2nc(SC(c3ccccc3)c3ccccc3)n[nH]2)cc1 do in these assays?
hcGAS lum: -4; NPYLR7 ag: 6

How did Cc1ccc(C2SCCN2C(=O)Nc2c(Cl)cccc2Cl)o1 (stereo unspecified) do in these assays?
mcGAS inh: -6; hcGAS lum: -8; NPYLR7 ag: 11

Results for CC(C)c1ccc(C(C)CC(=O)N2CCS(=O)CC2)cc1 (stereo unspecified) ?
hcGAS lum: -10; NPYLR7 ag: 7

What do the screens show for `CCN(CC)CCCn1c2c(c(SCC(=O)Nc3nc(C)cs3)nc1=O)CCC2`?
mcGAS inh: -8; hcGAS lum: -8; NPYLR7 ag: 1

What do the screens show for `O=C(Nc1n[nH]c(C2CCCCC2)n1)C1CCCCC1`?
hcGAS lum: -3; NPYLR7 ag: 0

Results for Cc1cc(NC(=O)C(=O)Nc2ccc(N3CCOC(C)C3)cc2)no1 (stereo unspecified) ?
hcGAS lum: -12; NPYLR7 ag: 15

What do the screens show for `CC1(C)OC2OC(C(O)c3cc(O)c4c(c3O)C(=O)c3ccccc3C4=O)C(C)(O)C2O1` (stereo unspecified)?
hcGAS lum: 24; NPYLR7 ag: 106*

How did O=C(Nc1ccnn1C1CCN(Cc2cc3ccccc3s2)CC1)C1CCCC1 do in these assays?
mcGAS inh: -14; hcGAS lum: -3&-10; NPYLR7 ag: 5&5

What do the screens show for `CNC(=O)[C@@H]1C[C@H](N)CN1Cc1cc(OC)c(OC)cc1F`?
hcGAS lum: -8; NPYLR7 ag: -4

Results for O=C(NCCN1CCn2cc(OCc3ccccc3)c(=O)cc2C1=O)c1ccccc1F ?
hcGAS lum: -10; NPYLR7 ag: 13

What do the screens show for `O=C(CN1C(=O)[C@H](c2ccccc2)NC(=O)c2ccccc21)N[C@@H]1CCCC[C@H]1N1CCOCC1`?
hcGAS lum: -1; NPYLR7 ag: 4

Results for Cn1cnnc1SCc1nc(-c2ccc(Cl)cc2)no1 ?
hcGAS lum: -4; NPYLR7 ag: -1

What do the screens show for `O=C(c1cncc(N2CCC3(CCCO3)CC2)n1)N1CCOCC1`?
mcGAS inh: -6; hcGAS lum: -12

How did Cc1cc(C)n2c(=S)n(CN(C)Cc3cccc(Cl)c3)nc2n1 do in these assays?
hcGAS lum: -6; NPYLR7 ag: 3

What do the screens show for `O=C(CN1CCc2sccc2C1c1cccc(F)c1)N1CCN(C(=O)Nc2ccc(Cl)c(Cl)c2)CC1` (stereo unspecified)?
mcGAS inh: -5; hcGAS lum: -2; NPYLR7 ag: 6

What do the screens show for `Cc1ccccc1-n1c(SCc2cccc(C(F)(F)F)c2)nnc1-c1ccco1`?
mcGAS inh: -6; hcGAS lum: -4; NPYLR7 ag: 39

How did CC(C)CC1NC(=O)c2cnn(-c3ccccc3F)c21 (stereo unspecified) do in these assays?
hcGAS lum: -6; NPYLR7 ag: 14

What do the screens show for `COCCSc1nnc(C(C)C)c2cnn(-c3ccc(F)cc3)c12`?
mcGAS inh: -13; hcGAS lum: -10; NPYLR7 ag: -11

Results for Cc1ccc(C2=NOC(CN(Cc3cccc(Cl)c3)C(=O)CC(C)(C)C)C2)cc1 (stereo unspecified) ?
mcGAS inh: -7; hcGAS lum: -6; NPYLR7 ag: 25

What do the screens show for `Cc1cccc(-c2noc(Cn3cnc4sc5c(c4c3=O)CCNC5)n2)c1`?
mcGAS inh: 0; hcGAS lum: 4; NPYLR7 ag: -3

Results for OCc1csc(COc2ccc(CNC3CCCCC3)cc2)n1 ?
hcGAS lum: -3; NPYLR7 ag: -1

How did Cn1cc(CCC(=O)N2CCC3(CCCN(CC4CCC4)C3=O)C2)cn1 (stereo unspecified) do in these assays?
hcGAS lum: -3; NPYLR7 ag: 3

Random excerpt: four records from the list.
How did O=C(Nc1ccnn1C1CCN(Cc2cc3ccccc3s2)CC1)C1CCCC1 do in these assays?
mcGAS inh: -14; hcGAS lum: -3&-10; NPYLR7 ag: 5&5

Results for COc1ccc(CC(=O)N2CCN(c3nc(Cc4ccccc4)nc4c3c(C)nn4-c3ccccc3)CC2)cc1 ?
mcGAS inh: -5; hcGAS lum: -3; NPYLR7 ag: 5

How did Cn1cc(CCC(=O)N2CCC3(CCCN(CC4CCC4)C3=O)C2)cn1 (stereo unspecified) do in these assays?
hcGAS lum: -3; NPYLR7 ag: 3

What do the screens show for `O=C(c1ccc(Cn2nc3ccccn3c2=O)cc1)N1CCN(Cc2ccc(Cl)nc2)CC1`?
hcGAS lum: -2; NPYLR7 ag: 5

The results go on:
Results for COc1cccc(NC(=S)N(C)Cc2ccccc2F)c1 ?
hcGAS lum: -10; NPYLR7 ag: 12

Results for Cc1nc(CSCC(=O)NC2CCC(C)CC2)cs1 (stereo unspecified) ?
hcGAS lum: -17; NPYLR7 ag: 1

What do the screens show for `Cc1cc(C)c(-c2n[nH]c(=S)o2)c(C)c1`?
hcGAS lum: -8; NPYLR7 ag: 5

How did O=C(Cc1noc(-c2cscn2)n1)NC1CCCCC1 do in these assays?
hcGAS lum: -1; NPYLR7 ag: -9

Results for O=S(=O)(O)c1cc[n+]([O-])cc1 ?
mcGAS inh: -3; hcGAS lum: 0; NPYLR7 ag: -10

How did Cc1ccc(NC(=O)N(CC(=O)N(Cc2ccc3c(c2)OCO3)Cc2ccc(C)o2)CC2CCCO2)c(C)c1 (stereo unspecified) do in these assays?
mcGAS inh: -8; hcGAS lum: -20; NPYLR7 ag: -3

How did O=C(CCC1CCCN(Cc2ccc(C3CCCCC3)s2)C1)N1CCOCC1 (stereo unspecified) do in these assays?
hcGAS lum: 1; NPYLR7 ag: 6

What do the screens show for `CCc1nc2c(OCCOc3ccccc3)cccn2c1N(C)C(=O)C1CC1`?
mcGAS inh: -4; hcGAS lum: -6; NPYLR7 ag: -1

Results for CCCCS(=O)(=O)N1CCN(C(=O)c2cc(-c3ccc(Cl)cc3)n(-c3cccc(F)c3)c2C)CC1 ?
mcGAS inh: 0; hcGAS lum: 4; NPYLR7 ag: -5

Results for CCC(C(=O)N1CCN(CC)CC1)n1c(=NC(=O)c2ccccc2F)sc2ccccc21 (stereo unspecified) ?
mcGAS inh: -1; hcGAS lum: 3

What do the screens show for `CCCNC(=O)C1(C)CCCN(Cc2ccccc2-c2ccccc2)C1` (stereo unspecified)?
mcGAS inh: -2; hcGAS lum: -1; NPYLR7 ag: 6

How did CCn1cc(C(CC(=O)N2CCN(c3ccccc3OC)CC2)c2cccc(Cl)c2)c2ccccc21 (stereo unspecified) do in these assays?
mcGAS inh: -9; hcGAS lum: -6; NPYLR7 ag: 11

Rows are unselected; overall some 0.27% were active at least once.
